# Screens (PubChem)
# Rv3671c protease – Rv3671c serine protease inhibitors, primary screen, biochemical, fluorescence polarization, M. tuberculosis H37Rv; inhibition, % at 5.96 µM; 320,000 compounds, 0.048% hits; AID 2606, 2010; in the data active means inhibition above about 38%;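 further: extracellular domain of Rv3671c used as enzyme; 0% = enzyme with DMSO and 100% = no enzyme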
# Target sequence (P9WHR9 whole entry, looked up, the tested form may be a part): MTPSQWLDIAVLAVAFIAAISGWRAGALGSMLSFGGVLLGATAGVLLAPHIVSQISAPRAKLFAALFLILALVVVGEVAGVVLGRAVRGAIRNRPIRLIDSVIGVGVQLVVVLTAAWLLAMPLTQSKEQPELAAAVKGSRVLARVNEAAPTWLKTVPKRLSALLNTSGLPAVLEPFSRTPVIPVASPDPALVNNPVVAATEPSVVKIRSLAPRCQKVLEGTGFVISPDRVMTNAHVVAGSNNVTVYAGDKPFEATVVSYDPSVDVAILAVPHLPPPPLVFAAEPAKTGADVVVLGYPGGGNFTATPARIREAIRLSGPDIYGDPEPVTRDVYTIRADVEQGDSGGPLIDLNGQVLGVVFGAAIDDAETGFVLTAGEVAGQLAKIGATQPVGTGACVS
# UGM FP inh – M. tuberculosis UGM enzyme inhibitors, primary screen, biochemical, fluorescence polarization, single point. purified UGM, fluorescence polarization probe displacement. inhibition, % at 10 µM. AID 504406, 2011. 320,000 compounds, 0.06% hits. UDP-galactopyranose mutase (Mycobacterium tuberculosis (strain ATCC 25618 / H37Rv)), …; in the data active means inhibition above about 10%, passing the limit was not always enough; inconclusive means no clear call, values can overlap the other calls
# Target sequence (P9WIQ1 whole entry, looked up): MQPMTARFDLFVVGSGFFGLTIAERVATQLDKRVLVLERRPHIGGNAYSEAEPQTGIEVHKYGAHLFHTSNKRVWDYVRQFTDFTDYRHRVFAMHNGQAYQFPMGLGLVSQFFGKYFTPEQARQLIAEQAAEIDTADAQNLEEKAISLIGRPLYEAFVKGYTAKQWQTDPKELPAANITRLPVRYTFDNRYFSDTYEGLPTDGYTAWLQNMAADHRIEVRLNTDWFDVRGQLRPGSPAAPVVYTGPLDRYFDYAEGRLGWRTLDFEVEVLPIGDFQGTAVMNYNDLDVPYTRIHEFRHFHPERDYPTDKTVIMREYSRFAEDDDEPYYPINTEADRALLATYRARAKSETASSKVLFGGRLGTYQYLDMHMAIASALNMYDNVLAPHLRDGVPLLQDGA
# GDH-TPI inh – GDH-TPI coupling enzyme inhibitors, primary screen, artefact control for M. tuberculosis FBA inhibitor project, biochemical, absorbance, full deck; GDH-TPI coupled enzyme counterscreen, NADH absorbance; 360,000 compounds, 1.2% hits; inhibition, % at 4.8 µM; in the data active means inhibition above about 30%;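 further: 0% = DMSO wells and 100% = wells lacking the enzyme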
# BioA inh – M. tuberculosis BioA enzyme inhibitors, primary screen, biochemical, plate reader, single point, HTS; purified M. tuberculosis BioA enzyme; 7,8-diaminopelargonic acid synthase BioA (Mycobacterium tuberculosis); 360,000 compounds, 0.096% hits; inhibition, % at 9.99 µM; AID 602481, 2012; in the data active means inhibition above about 40%; inconclusive means no clear call, values can overlap the other calls
# PrPC TRFRET – inhibitors of human cell surface prion protein PrPC, primary screen, cell-based, TR-FRET | Major prion protein (Homo sapiens), P04156 | TR-FRET read-out | inhibition, % at 13.8 µM | 370,000 compounds, 0.43% hits; in the data active means inhibition above about 24%; further: 0% = median of the test wells and 100% = reference compound wells
# FadD28 FP inh – inhibitors of FadD28 bisubstrate probe binding, primary screen, biochemical, fluorescence polarization, single point; Mycobacterium tuberculosis FadD28 fatty-acid-AMP ligase; inhibition, % at 12.5 µM; 360,000 compounds, 0.22% hits; in the data active means inhibition above about 8.5%, passing the limit was not always enough; inconclusive means no clear call, values can overlap the other calls
# MazF activator – activators of E. coli MazEF toxin-antitoxin RNase, primary screen, biochemical, fluorescence, uHTS. FAM/BHQ RNA-DNA oligo cleavage fluorescence, 5 h. 350,000 compounds, 0.32% hits. activation, % at 20 µM. AID 504720, 2011; in the data active means activation above about 50%
# Target sequence (P0AE70 whole entry, looked up): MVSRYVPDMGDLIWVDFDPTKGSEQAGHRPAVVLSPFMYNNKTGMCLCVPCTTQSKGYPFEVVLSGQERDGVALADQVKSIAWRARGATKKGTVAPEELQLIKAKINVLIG
# BoNT F protease – BoNT/F light chain protease inhibitors, primary screen, biochemical, flow cytometry, MLPCN library; Botulinum neurotoxin type F light chain protease (Clostridium botulinum); Multiplex microsphere protease cleavage assay; inhibition, % at 10 µM; 360,000 compounds, 0.22% hits; AID 588497, 2011; in the data active means inhibition above about 35%, passing the limit was not always enough; inconclusive means no clear call, values can overlap the other calls; further: plate controls were buffer without enzyme for full effect and enzyme alone for no effect
# FBA Mtb inh – Mtb FBA enzyme inhibitors, primary screen, biochemical, fluorescence, strain H37Rv | Fructose-bisphosphate aldolase (Mycobacterium tuberculosis (strain ATCC 25618 / H37Rv)), … | 360,000 compounds, 2.3% hits | purified M. tuberculosis FBA, fluorescence read-out | AID 588726, 2011 | inhibition, % at 1 µM; in the data active means inhibition above about 27%;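 further: 0% = vehicle and 100% = reference inhibitor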
# Active calls of the source: *; ? = inconclusive; · = no result given; + = active, no number.
SMILES,Rv3671c protease,UGM FP inh,GDH-TPI inh,BioA inh,PrPC TRFRET,FadD28 FP inh,MazF activator,BoNT F protease,FBA Mtb inh
COc1ccc(Cl)cc1S(=O)(=O)n1cnc2ccccc21,5,2.0,-8,-1.7,5,-2.8,-4,1,1
COCCN(CCOC)S(=O)(=O)c1ccc(C(=O)Nc2nnc(COC)o2)cc1,-1,-0.5,-1,·,-1,-3.5,-6,2,1
CN(C)S(=O)(=O)N1CCN(CC(=O)Nc2ccc(F)cc2)CC1,-8,1.7,10,-1.6,-17,-1.0,5,?,0
COc1ccc(OC)c(Nc2nc(-c3sc(NC(=O)C(C)(C)C)nc3C)cs2)c1,10,0.3,28,-1.3,12,-1.1,-9,-9,4
CCCc1c(C(=O)N/N=C/c2cccs2)nnn1-c1nonc1N,-10,0.6,15,-1.3,2,-1.9,2,2,-4
O=C(CN1C(=O)NC2(CCCC2)C1=O)N1CCN(c2cccc(C(F)(F)F)c2)CC1,-2,4.3,-1,·,-2,-3.2,-6,?,-1
Cc1cnc(C)c(N2CCC(C(=O)NCc3cccs3)CC2)n1,-4,3.1,10,-1.9,1,0.8,7,-4,2
COCCN(C(=O)COC(=O)/C=C/c1ccco1)c1c(N)n(Cc2ccccc2)c(=O)[nH]c1=O,-13,3.6,10,-0.3,2,0.4,-3,3,-2
O=[N+]([O-])c1ccc(NCCCN2CCOCC2)c(Cl)c1,5,1.6,17,-0.9,-20,-1.6,3,2,-2
O=C(CCC(=O)N(CC(=O)NC1CCCC1)Cc1cccs1)Nc1nccs1,-6,0.9,-3,-1.0,-3,0.5,7,-1,3
COc1cc(OC)nc(NC(=O)NS(=O)(=O)c2ccc(F)cc2)n1,0,0.7,1,·,3,-5.0,-7,-4,3
Cc1ccc(C)c(C(C)NC(=O)c2ccccc2Br)c1 (stereo not given),-3,8.4,7,·,-7,-2.2,1,-6,-3
O=C(N/N=C/c1ccncc1)c1sc2ccccc2c1Cl,-2,1.2,23,-3.0,-2,0.2,-7,-1,0
CC1(C)Cc2c(sc(NC(=O)c3ccc(C(=O)c4ccccc4)cc3)c2C(N)=O)C(C)(C)N1,-13,1.5,13,-0.6,36*,-1.9,5,2,-2
NS(=O)(=O)c1ccc(CNC(=O)Cc2c(F)cccc2Cl)cc1,9,0.7,1,0.5,4,-2.7,35,-10,7
CCOC(=O)N1CCN(Cc2nc3cc(NC(=O)CC)ccc3n2CC)CC1,0,2.9,0,2.6,-5,-0.9,-2,-10,1
O=C(COc1ccc(Cl)cc1)OCC(=O)N1CCOCC1,3,-0.9,-5,-2.1,7,-2.9,1,·,1
COc1ccc(OC)c(NC(=O)c2ccc(CSc3ncccn3)cc2)c1,-1,7.6,2,·,5,-1.6,2,-3,-2
CCOC(=O)N1CCN(C(=O)CSCc2ccccc2C)CC1,-6,0.2,-2,4.5,-3,-3.2,-3,-4,0
O=C(O)c1cccc(NC(CNS(=O)(=O)c2ccc(Cl)cc2)c2ccccc2)c1 (stereo not given),-1,3.0,5,·,-7,0.4,8,-6,2
COc1ccc(C(C)(C)C)cc1NC(=O)c1ccc2c(c1)SC1=NS(=O)(=O)CCN12,-11,-3.0,4,-0.6,-1,-3.3,-1,2,-1
CCO[C@@H]1OC(C(=O)N2CCCCCCC2)=C[C@H](c2csc3ccccc23)[C@H]1CCCO,-13,1.6,3,-0.5,-4,-7.7,3,-6,3
O=C(Oc1cccc(/C=N/Nc2nc(Nc3ccccc3)nc(N3CCOCC3)n2)c1)c1ccco1,-47,-3.0,7,·,-11,-6.6,-3,-6,0
Cc1nccc(-c2ccc(-n3cnc4ccccc43)cc2)n1,1,-0.6,2,3.4,6,-1.1,1,-15,13
CCC(Sc1nc(=O)cc(N)n1-c1cccc(C)c1)C(=O)Nc1cc(C)on1 (stereo not given),-2,1.1,9,3.0,2,-2.0,-3,-2,2
O=C(Cn1cnc2c(NCc3ccccc3)ncnc21)NCc1nc2ccccc2[nH]1,·,·,-12,-1.8,-4,-1.7,8,-4,1
NC(=O)c1ccc[n+](CC(=O)Nc2ccccc2C(=O)O)c1,-4,0.4,0,-1.6,5,-1.3,-1,16,1
CC1CCCCN1CCCNC(=O)c1ccc2c(c1)NC(=O)CN2C (stereo not given),·,·,19,0.7,9,1.0,0,-3,6
CN(C)S(=O)(=O)c1ccc(Cl)c(NC(=O)COC(=O)CNS(=O)(=O)c2c(F)cccc2F)c1,·,·,12,-1.2,1,-3.9,3,2,1
Cc1ccc(S(=O)(=O)NN)c(C)c1N1CCCC1=O,16,-5.1,12,-3.0,-1,-3.8,165*,3,-4
CCOC(=O)C1(C)/C(=N/Nc2ccc(S(N)(=O)=O)cc2)C(=O)C(=O)N1c1ccccc1 (stereo not given),-9,1.1,9,2.6,-28,-1.8,7,-3,-27
CN1CCN(NC(=O)c2ccc(S(=O)(=O)N3CCCCCC3)cc2)CC1,-3,-1.0,-2,-2.1,6,?,2,-3,1
Cc1cc(NC(=O)CSc2nc(-c3cccs3)cc(C(F)(F)F)n2)no1,9,-0.7,16,1.6,-6,-1.3,19,4,1
CCCc1nnc(SCC(=O)NC2CC2)n1CC,-4,-2.2,2,-4.8,-4,-0.1,-4,-2,7
O=C(NCc1ccccc1Cl)C1CCCN(S(=O)(=O)c2cccc3nsnc23)C1 (stereo not given),0,1.9,8,-1.7,-31,-2.6,0,-11,2
Cc1cc(NC(=O)Cn2c(=O)c3c(ncn3CC(C)C)n(Cc3ccccc3)c2=O)no1,-6,-0.7,7,9.1,7,-1.8,-3,-3,0
Clc1ccc(Oc2cnns2)cc1Cl,4,-1.5,18,0.5,11,-1.4,0,4,1
Cc1cc(C(=O)OCC(=O)NCc2ccc(F)cc2)c2ccccc2n1,-3,-0.8,5,-1.1,-7,-2.4,-1,-7,20
CC(NC(=O)C1CCN(C(=O)c2ccc(F)cc2)CC1)c1ccc(S(N)(=O)=O)cc1 (stereo not given),8,-2.7,8,0.7,7,-1.1,-2,8,3
Oc1c(/C=N/c2ncn[nH]2)ccc2ccccc12,-4,1.2,3,-3.6,2,-2.3,-55,-18,3
CC(O)(c1cccnc1)c1nc(-c2cccc3cccnc23)cs1 (stereo not given),·,·,15,-0.7,-5,-2.5,·,1,14
CSc1nnnn1-c1c(C)cccc1C,-5,1.1,-2,·,-2,-1.9,2,1,1
C=C(C)CNC(=S)NNC(=O)c1ccc(Br)cc1,-6,1.1,6,-1.3,-3,-3.3,6,0,-1
O=C(O)c1ccc(/C=N/n2c(C3CCCCC3)n[nH]c2=S)cc1,4,-0.4,-1,-1.6,0,0.9,-1,-8,5
CCOC(=O)c1sc(NS(=O)(=O)c2ccccc2)nc1C,7,1.9,9,0.4,13,-2.7,-13,3,-2
[O-][n+]1onc2c1CCC1N(O)CCC21O (stereo not given),1,-1.5,12,-2.0,4,0.0,0,-10,-1
COc1cccc(C(=O)c2ccccc2C(=O)O)c1,·,·,·,·,6,-2.0,·,2,-2
COc1cccc(CNC(=O)CCC2CCCN(C(=O)CCc3c(C)noc3C)C2)c1 (stereo not given),-12,-1.7,5,-2.9,-5,0.3,2,4,0
COC(=O)c1ccc2nc(C)cc(Nc3ccc(N(C)C)cc3)c2c1,5,6.1,5,0.0,-11,-1.6,17,-12,1
O=C(C1CCCN1S(=O)(=O)c1ccc(Cl)cc1)N1CCN(c2ccccc2)CC1 (stereo not given),-4,-2.3,11,-1.7,1,-1.4,-2,3,6
CC1CN(c2cc(=O)n(Cc3ccc(F)cc3)c(=O)[nH]2)CC(C)O1 (stereo not given),-3,-0.9,-13,-0.8,-1,1.4,15,-7,-1
Cc1ccccc1NC(=O)Cn1c(=O)oc2ccccc21,0,-2.7,9,-0.4,-3,-2.5,2,·,-1
CC(=O)Nc1cccc(OCC(=O)NC(C)C(C)C)c1 (stereo not given),2,-0.6,-7,0.5,-3,-6.9,3,8,4
CN1C(=O)CN(CCN2CC(=O)N(C)C(=O)C2)CC1=O,·,·,7,-0.3,1,-2.4,5,-1,0
COc1ccccc1/C=C/C(=O)OCC(=O)c1c[nH]c2ccccc12,-40,2.6,15,1.2,2,-0.9,0,-9,4
CCOc1ccc(N)cc1OC,-2,1.7,11,1.7,-8,1.3,9,-17,4
COc1ccc(Cc2nnc(NC(=O)CSc3ccccc3)s2)cc1,-1,-2.1,12,·,-5,-0.8,-2,-8,1
COc1ccc(C)cc1NC(=O)CN1C(=O)c2ccccc2S1(=O)=O,-4,-0.2,0,-2.3,-6,-3.4,4,-3,2
Cc1cc(C)c(C)c(S(=O)(=O)N[C@@H](C)C(=O)OC(C)C(=O)NC(N)=O)c1C (stereo not given in full),6,1.9,-6,·,-1,-3.8,5,6,2
CCc1cc2c(COC(=O)c3cc(S(=O)(=O)N4CCOCC4)ccc3F)cc(=O)oc2cc1O,-34,3.0,2,-0.8,-5,-2.5,1,-2,25
# The listing continues.
SMILES,Rv3671c protease,UGM FP inh,GDH-TPI inh,BioA inh,PrPC TRFRET,FadD28 FP inh,MazF activator,BoNT F protease,FBA Mtb inh
Cc1cc(C)c(NC(=O)CN(C)C(=O)c2ccc(OCc3ccccc3)cc2)c(C)c1,12,-3.7,-7,-2.8,-8,·,-10,4,-3
O=C(/C=C/c1ccco1)Nc1cc(Cl)ccc1C(=O)O,-9,-0.3,28,0.3,-7,-2.5,-2,-4,-1
COc1ccccc1N1CCN(CC(=O)Nc2ccc3c(c2)OCCO3)CC1,10,4.5,8,·,0,-1.0,2,0,4
O=C(COC(=O)c1cn(-c2ccccc2)nc1-c1cccnc1)NC1CC1,-3,2.0,-1,·,3,-4.6,5,1,0
COc1ccc(S(=O)(=O)N(C)CC(=O)NCCCN2CCOCC2)cc1C,·,·,-2,4.7,-6,-5.0,2,3,-1
O=C(NCC1(N2CCOCC2)CCCCC1)c1ccc(S(=O)(=O)Nc2ccccc2F)cc1,2,0.1,8,2.1,-8,-2.7,4,4,1
CN1OC[C@@H]2CN(C(=O)C(C)(C)C)[C@H](c3cccc(-c4ccccc4)c3)C[C@@H]21,·,·,7,-1.4,5,-2.5,1,-10,0
CCC(CC)C(=O)Nc1ccc(-c2cn3cccnc3n2)cc1,-3,-2.2,25,1.5,-10,0.6,-7,12,+
CCOC(=O)c1ccc(NC(=O)CNC(=O)c2ccccc2)cc1,4,-1.0,6,0.0,-7,-1.6,2,0,-2
COc1ccc(CC(=O)Oc2ccc(F)cc2)cc1,28,2.4,10,-0.2,2,-4.9,6,?,-1
Cc1ccc(-n2cc(CN3CCCN(C=O)CC3)c(-c3ccc(F)cc3)n2)cc1,0,0.1,11,·,4,0.5,-15,-4,-2
O=C1C2C3C=CC(C3)C2C(=O)N1c1cccc2ccccc12 (stereo not given),5,2.7,1,1.3,2,-2.6,-2,-23,2
CC(C)n1c(-c2ccccc2F)n[nH]c1=S,-8,6.7,4,-1.0,1,-1.3,5,-5,0

# In the list so far, three contain a furan ring, fused or not:
SMILES,Rv3671c protease,UGM FP inh,GDH-TPI inh,BioA inh,PrPC TRFRET,FadD28 FP inh,MazF activator,BoNT F protease,FBA Mtb inh
COCCN(C(=O)COC(=O)/C=C/c1ccco1)c1c(N)n(Cc2ccccc2)c(=O)[nH]c1=O,-13,3.6,10,-0.3,2,0.4,-3,3,-2
O=C(Oc1cccc(/C=N/Nc2nc(Nc3ccccc3)nc(N3CCOCC3)n2)c1)c1ccco1,-47,-3.0,7,·,-11,-6.6,-3,-6,0
O=C(/C=C/c1ccco1)Nc1cc(Cl)ccc1C(=O)O,-9,-0.3,28,0.3,-7,-2.5,-2,-4,-1

# An unsorted share of the library; overall some 4.8% were active at least once.
